From PubChem
VEEV TC-83 Vero = inhibitors of VEEV TC-83 cytopathic effect, confirmation, Vero cells (AID 588727); Vero cells, VEEV TC-83 cytopathic effect inhibition; higher % means a stronger effect; inhibition, % at 20 µM; hits with a dose series show IC50 in µM; 350,000 compounds, 0.13% hits; in the data active = a potency from the dose series; inconclusive = inhibition mostly from about 14% at the one dose, without a potency; inactive = the rest, 99 in 100 with inhibition below about 12%; note: strong numbers were not always called active
H37Rv inhibition = M. tuberculosis growth inhibition, HTS (AID 449762); M. tuberculosis H37Rv growth inhibition, 7H9 media; higher % means a stronger effect; inhibition, % at 25 µM, or IC50 in µM where a hit was titrated; 330,000 compounds, 0.59% hits; in the data active = a potency from the dose series; inconclusive = inhibition above about 70% without an active follow-up result;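 note: bacterial growth assessed after seven days of incubation; strong numbers were not always called active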
Salmonella PhoP GFP = PhoP regulon inhibitors, Salmonella typhi PhoP promoter GFP reporter, confirmatory (AID 1850); Salmonella Typhi PhoP-promoter GFP reporter, fluorescence, 4 h; higher % means a stronger effect; inhibition, % at 50 µM; hits with a dose series show IC50 in µM; 310,000 compounds, 0.33% hits; in the data active = a potency from the dose series; inconclusive = inhibition mostly from about 25% at the one dose, without a potency; inactive = the rest, 99 in 100 with inhibition below about 19%;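 note: 0% = induced wells with vehicle and 100% = uninduced wells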
tuberculosis growth = growth inhibition of non-replicating M. tuberculosis (AID 488890); Mycobacterium tuberculosis non-replicating, growth inhibition; higher % means a stronger effect; inhibition, % at 25 µM; hits with a dose series show IC50 in µM; 320,000 compounds, 0.39% hits; in the data active = a potency from the dose series; inconclusive = inhibition mostly from about 82% at the one dose, without a potency; inactive = the rest, 99 in 100 with inhibition below about 76%;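 note: plate controls were DMSO cells for no effect and high antibiotic wells for full effect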
H1N1 NS1A inhibition = H1N1 influenza NS1A inhibitors, functional cell based assay (AID 504329); NS1A functional cell-based assay, percent inhibition; higher % means a stronger effect; one-dose inhibition, % at 12.5 µM; IC50 in µM for titrated hits; 340,000 compounds, 0.3% hits; in the data active = a potency from the dose series; inconclusive = inhibition above about 27% without an active follow-up result; note: strong numbers were not always called active
* hit, by the source's call; i = inactive; ? = inconclusive; . = not tested or not shown; & = joins results of further samples.

| compound | H37Rv inhibition | Salmonella PhoP GFP | tuberculosis growth | H1N1 NS1A inhibition | VEEV TC-83 Vero |
| --- | --- | --- | --- | --- | --- |
| COc1cccc(CNC(=O)CCC2CCCN(C(=O)CCC(F)(F)F)C2)c1 (stereo not given) | 0.2% | 4.9% | 41.4% | 1.4% | 0.7% |
| CCn1c(=O)cc(SCC(=O)N2CCOCC2)c2ccccc21 | -0.6% | 0.8% | -3.3% | -2.0% | 5.6% |
| Cc1ccccc1CNC(=O)Nc1ccc(Cl)cc1 | 8.7% | -7.5% | 12.5% | 13.1% | i |
| COC(=O)N/N=C/c1ccccc1Cl | -1.1% | 9.8% | 2.2% | -6.6% | 0.1% |
| COc1cc2c(cc1OC)CN(S(C)(=O)=O)CC2 | -12.2% | -5.9% | . | 3.3% | 1.4% |
| CCN1CCN(C(=O)c2ccccc2N(C)S(=O)(=O)c2ccc(C)cc2)CC1 | -6.2% | -2.6% | 9.8% | 12.4% | 1.1% |
| O=C(CCn1c(=S)[nH]c2cc3c(cc2c1=O)OCO3)NCc1ccc(Cl)cc1 | 5.0% | -2.3% | -6.4% | 7.2% | i |
| CCC(C)Sc1nnc(-c2c[nH]c3ccccc23)n1CCOC (stereo not given) | 0.0% | 2.4% | 12.0% | 0.3% | 3.6% |
| O=C(NCCCN1CCOCC1)c1cccc(S(=O)(=O)Nc2cc(Cl)ccc2Cl)c1 | 10.2% | 14.3% | 25.0% | -12.0% | 0.1% |
| Cc1ccc2c(c1)CCCN2CC(=O)N(C)c1c(N)n(Cc2ccccc2)c(=O)[nH]c1=O | -7.0% | . | 32.8% | 1.9% | 1.4% |
| O=C(NC1(N2CCOCC2)CC1)c1ccc(Cl)cc1 | -1.0% | -2.5% | 3.0% | 2.6% | i |
| COc1ccc(CCNC(=O)CN2CCN(c3ccccc3Cl)CC2)cc1 | -2.5% | 7.7% | 31.4% | 6.9% | 0.8% |
| CN(C)Cc1c(C(=O)N/N=C/c2ccc(OCc3c(F)cccc3Cl)cc2)nnn1-c1nonc1N | 5.7% | -12.6% | -15.9% | -5.8% | 6.2% |
| Cc1ccccc1C(=O)N1CCC(C(=O)NC2CCCCCC2)CC1 | -0.6% | -1.5% | 1.5% | 1.9% | i |
| Cc1cc(C)c(S(=O)(=O)c2ccccc2C)c(Oc2ccccc2)n1 | -7.9% | 11.2% | 15.4% | 0.0% | 1.7% |
| COc1ccc(C(=O)O/N=C(\N)c2ccncc2)cc1OC | 2.1% | -3.4% | 0.8% | -2.4% | 0.9% |
| O=C(COC(=O)CCc1nc2ccccc2c(=O)[nH]1)Nc1ccccc1Cl | 9.9% | -19.3% | -7.5% | -31.0% | 2.2% |
| O=C(OCC(O)COc1ccccc1)c1ccc([N+](=O)[O-])cc1 (stereo not given) | ? | -8.4% | ? | 21.2% | 0.5% |
| CCCCNc1ncnc2[nH]ncc12 | . | . | . | -10.8% | i |
| CC1CCC(C(C)C)C(OC(=O)CSc2nccc(=O)[nH]2)C1 (stereo not given) | 0.4% | -9.7% | 59.8% | 0.8% | 0.4% |
| CCN1C(=O)[C@@H]2[C@H](C1=O)[C@@H]1C(=O)Nc3ccccc3C(=O)N1[C@@H]2c1cccc(Cl)c1 | 0.4% | 0.4% | 3.2% | -3.6% | 0.5% |
| N#C/C(=C(/O)CN1CCN(c2ccccc2F)CC1)c1nc(-c2ccc(Cl)cc2)cs1 | -5.9% | 5.3% | 21.7% | 1.6% | i |
| Cc1[nH]c(=O)[nH]c(=O)c1S(=O)(=O)N1CCCc2ccccc21 | -4.2% | -6.6% | -3.8% | 2.6% | 1.2% |
| Cc1sc2nc(C(C)C)nc(SCC(=O)N3CCN(C(=O)c4ccco4)CC3)c2c1C | -6.0% | -10.8% | 19.5% | 4.6% | 3.2% |
| COc1cc(NC(=O)Cn2c(=O)n(CC3CCCO3)c(=O)c3ccccc32)cc(OC)c1 (stereo not given) | -5.4% | -0.5% | -7.7% | -2.9% | 0.0% |
| CCN(CCCNC(=O)CNC(=O)c1nn(-c2ccc(OC)cc2)c(=O)c2ccccc12)c1cccc(C)c1 | 8.5% | 4.0% | 23.6% | 15.9% | 4.7% |
| CC(C)N1CC(O)=C(c2nc3ccccc3[nH]2)C1=N | -10.0% | 5.6% | 22.7% | -1.0% | i |
| CC(C)=Cc1oc2ccc([N+](=O)[O-])cc2c1N1CCOCC1 | 4.3% | -21.6% | 2.6% | 7.5% | 1.5% |
| C[C@H]1CCC2[C@](C)(CO)[C@@H](O)CC[C@]2(C)[C@@]12CCC(CO)(CCO)O2 (stereo not given in full) | 2.3% | 8.9% | -3.0% | -5.4% | 0.0% |
| Cc1cc(C)n(CC(=O)N/N=C/c2cccc([N+](=O)[O-])c2)n1 | -0.6% | -4.9% | 7.3% | 4.3% | i |

Carrying on.
| compound | H37Rv inhibition | Salmonella PhoP GFP | tuberculosis growth | H1N1 NS1A inhibition | VEEV TC-83 Vero |
| --- | --- | --- | --- | --- | --- |
| Cc1cc(C(=O)NC2CC(C)(C)Cc3c2cnn3-c2ccccc2)n(C)n1 (stereo not given) | ? | -17.2% | 30.0% | -10.3% | 1.2% |
| CCN(CC)CCNC(=O)c1cc(-c2cccnc2)nc2ccc(S(=O)(=O)N3CCC(C)CC3)cc12 | 4.2% | 9.1% | 19.3% | -1.7% | 23.0% |
| S=C(Nc1cccc(Cl)c1Cl)Nn1cnnc1 | -12.6% | -1.9% | 62.6% | 17.4% | 0.1% |
| CC1CCN(C(=O)c2ccc(S(=O)(=O)N(C)C)cc2)C(C)C1 (stereo not given) | -6.2% | -10.0% | -3.5% | 3.4% | 2.3% |
| O=C1OC(Cc2ccccn2)C(O)=C1C1=NCCCCN1 (stereo not given) | 10.1% | 13.9% | -2.3% | -15.0% | 0.1% |
| CCOc1ccc(C(=O)N/N=C/c2cccc3cccnc23)cc1 | ? | 4.1% | 4.65µM* | 11.4µM* | 9.4% |
| CC1CCN(S(=O)C23CC4CC(CC(C4)C2)C3)CC1 (stereo not given) | -2.0% | -0.1% | -1.4% | 4.8% | 0.1% |
| CCOc1ccccc1NC(=O)c1cc(=O)c2ccccc2o1 | 3.0% | 0.7% | -6.4% | 5.8% | 2.0% |
| COc1cc(C(=O)Nc2scc(-c3ccc(Br)cc3)c2C(=O)O)cc(OC)c1OC | 7.5% | 8.0% | 59.9% | 18.4% | 9.8% |
| O=C(CC1NCCNC1=O)Nc1ccc2c(c1)OCO2 (stereo not given) | -10.1% | 12.5% | -6.0% | 0.2% | 0.3% |
| O=C(Nc1ccc(F)cc1)c1ccc(-n2ccnc2)nc1 | -17.7% | 6.5% | 21.8% | 2.2% | 2.5% |
| O=C(CNC(=O)c1ccc(Br)cc1)N=Nc1c(O)[nH]c2ccc([N+](=O)[O-])cc12 | 3.4% | 16.8% | 1.6% | -18.3% | 2.3% |
| Cc1ccc(S(=O)(=O)NC2CCCCC2)c2nsnc12 | -8.3% | -1.7% | 9.4% | -10.1% | 1.4% |
| CCN(C[C@H]1N[C@@](C)(C(=O)OC)[C@H]2C(=O)N(C)C(=O)[C@@H]12)C(=O)c1ccc(F)cc1 | 5.2% | . | 4.4% | -11.7% | i |
| FC(F)(F)c1ccccc1NC(=S)N1CCN(Cc2ccc3c(c2)OCO3)CC1 | 4.6% | 4.3% | 29.7% | -5.2% | i |
| COCC(=O)N(C)[C@H]1C[C@H]2c3cc(N4CCN(C)CC4)ccc3CCN2C(=O)[C@H]1[C@H](C)O | . | . | . | -0.9% | i |
| CN1CCc2c(sc(NC(=O)CS(=O)(=O)c3ccc(F)cc3)c2C(N)=O)C1 | 1.5% | 12.2% | 2.0% | -4.2% | 0.6% |
| COc1ccc(C(=O)Nc2cc3c4c(c2)C(C)C(=O)N4CCC3)cc1 (stereo not given) | 9.5% | 5.0% | 6.5% | -3.4% | 9.8% |
| O=C(O)c1nn(-c2cccc(Cl)c2)c(=O)cc1O | 2.7% | -6.8% | -0.8% | -2.7% | i |
| O=C(NCCc1nnc2ccc(NCc3ccc(F)cc3)nn12)c1ccccc1 | 11.5% | 7.1% | -10.9% | 9.8% | i |
| CC[n+]1c(/C=C/N(C)c2ccccc2)oc2ccc(Cl)cc21 | -7.9% | -2.3% | 10.7% | -5.9% | i |
| CCCn1c(=N)n(CC(=O)OCC)c2ccccc21 | -3.5% | 0.0% | -2.7% | -0.6% | 0.7% |
| COC(=O)c1sccc1NC(=O)C1CC=CCC1C(=O)O (stereo not given) | 4.8% | 7.0% | 0.6% | 0.6% | 1.2% |
| CC(C)N1CCC(N2CCN(Cc3cc4c(cc3Cl)OCO4)CC2CCO)CC1 (stereo not given) | -3.7% | -15.1% | 4.0% | -19.9% | 1.3% |
| CC(=O)N1CCN(c2ccc(NC(=O)c3ccc([N+](=O)[O-])o3)cc2Cl)CC1 | ? | -6.0% | ? | 13.8% | i |
| O=C(COc1ccc(Cl)cc1Cl)Nc1ccccc1NS(=O)(=O)c1cccs1 | 6.0% | -5.5% | -32.0% | -4.3% | 0.6% |
| CCOC(=O)c1c(-c2cccc([N+](=O)[O-])c2)csc1NC(=O)C1CCCCC1 | 11.9% | 8.7% | 11.3% | 10.1% | 1.5% |
| Cc1ccc(NC(=O)/C=C/c2ccc([N+](=O)[O-])s2)c(C)c1 | ? | -4.4% | ? | 7.6% | ? |
| O=C(Cn1c(=O)oc2cc(S(=O)(=O)N3CCCC3)ccc21)Nc1cccc(C(F)(F)F)c1 | -2.8% | -6.2% | -2.8% | -3.5% | 10.2% |
| COc1cc(CNC(C)C)c(Br)cc1OC1CCCC1 | -5.5% | 0.3% | -2.5% | -25.3% | 1.1% |

Next section.
| compound | H37Rv inhibition | Salmonella PhoP GFP | tuberculosis growth | H1N1 NS1A inhibition | VEEV TC-83 Vero |
| --- | --- | --- | --- | --- | --- |
| OC(Cc1ccncc1)(c1ccccc1)c1ccccc1 | 1.5% | -3.3% | -2.3% | -7.3% | i |
| Cc1nc2ccccc2n1CC(=O)N/N=C/c1cccnc1 | -7.1% | -1.7% | 6.3% | 2.7% | 0.7% |
| C=C(C)Cn1c(C)cc(C)c(S(=O)(=O)c2ccc(C)cc2)c1=O | 9.6% | -3.0% | 19.4% | 7.3% | 3.0% |
| O=S(=O)(c1cccc(C(F)(F)F)c1)N(CCCN1CCOCC1)Cc1cccs1 | -1.3%&-4.6% | 9.1%&5.8% | 9.0%&-3.0% | 10.1%&0.8% | 0.7%&1.8% |
| O=C(Oc1cccc(-c2cnc3ccccc3n2)c1)c1ccco1 | ? | 0.7% | ? | -7.4% | 7.0% |
| CCC(c1nnnn1C1CCCC1)N1CCN(c2cccc(OC)c2)CC1 (stereo not given) | -0.5% | -2.8% | 22.8% | . | 4.5% |
| CCC1CCC(C)N(N=O)C1 (stereo not given) | . | . | . | 2.3% | 1.6% |
| CCC[N+]12CCC(CC1)C(=C(c1ccccc1)c1ccccc1)C2 | 3.9% | -5.5% | 32.5% | -1.2% | i |
| Cc1c(CC(Cl)(Cl)Cl)c2c(n1O)CC(C)(C)CC2=O | 1.2% | 6.2% | -25.0% | -7.3% | 2.3% |
| Cc1ccc2c(c1)c1c3n2CC(=C2C(=O)OC(C)(C)OC2=O)NC3CCC1 (stereo not given) | ? | -4.9% | 41.1% | -5.4% | 0.5% |
| O=C(COC(=O)Cc1cccs1)Nc1ccccc1F | -10.7% | 1.3% | 37.9% | -2.8% | i |
| O=C(Nc1cc(Cl)cc(Cl)c1)C1CC(=O)N(C2CCCC2)C1 (stereo not given) | 16.5% | 4.1% | -1.9% | -13.7% | 5.0% |
| CCN(CC)CCCN1C(=O)c2oc3ccccc3c(=O)c2C1c1cccs1 (stereo not given) | 6.7% | 1.9% | 13.4% | . | . |
| Cc1ccccc1CN(C)CC(=O)NC(C)CCc1ccccc1 (stereo not given) | -8.4% | 8.3% | 15.5% | 8.7% | i |
| COCCCNC(=S)NCCCNc1nc2cc(C)cc(C)c2cc1C#N | 61.4% | 8.7% | 47.6% | -2.4% | 7.5% |
